# Screens: PubChem, National Center for Advancing Translational Sciences (NCATS)
# Coupling enz: counter-screen for Giardia aldolase inhibitors: coupling enzyme system. coupling enzyme system counterscreen, AmpLite Red fluorescence. activity change, negative = inhibition, % at 58.2 µM, hits read low. 290,000 tested, 0.67% active; in the data active = activity change below about -30%; also: % is scaled to controls: 0 for no effect and ±100 for the full control effect
#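 Fluorescence at 525 nm excitation and 598 nm emission measured inhibition of the coupled detection system without aldolase. Compounds (at 57.5 uM final) were preincubated 10 min at room temperature with coupling enzyme reagent before a 20 min substrate/AmpLite Red step.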
# Menin MLL FP TR: menin-MLL binding inhibition, Texas Red mutant peptide | O00255 | 270,000 tested, 0.23% active | Menin + Texas Red MLL mutant peptide, fluorescence polarization | Potency, µM (titrated, usually from 61.6 µM), without a hit: at the top dose FP activity change, negative = inhibition, usual class: inhibitors; active = well fitted inhibition curve with a large enough effect in the polarisation, with a control signal flat, not every such curve was filed as active; inconclusive = small, poorly fitted or top-dose-only effect, or effect the other way, or a change in a side signal; inactive = no such curve, though single readings can be large or run the other way; the % refers to the polarisation; also: potency is read from the fitted curve at half-maximal effect; % of control where 0% means no effect; many of its hits are not listed in these tables
# Tb PFK inh: T. brucei PFK enzyme inhibition; T. brucei PFK, ADP-Glo luminescence; Potency, µM (titrated, usually from 57.5 µM), for inactives: at the highest dose activity, negative = inhibition, actives largely listed as inhibitors; 330,000 tested, 0.17% active;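 also: potency is read from the fitted curve at half-maximal effect; 0% = uninhibited 1x PFK enzyme wells and -100% = no-enzyme wells; nearly all actives have a fitted effect of over 60% in size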
#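 Activity is normalized to no-enzyme wells (full inhibition) and 1.25 nM enzyme wells (no inhibition). Reaction: 0.5 mM F6P, 0.1 mM ATP, 45 min RT, ADP-Glo luminescence; concentration-response curves fitted and classed by quality.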
# PKM2 act: PKM2 (human) enzyme activation; P14618; purified PKM2, Kinase-Glo ATP luminescence, activation; response scale: 0% is enzyme alone, no compound; Potency, µM (highest dose often 57.5 µM), inactives show at the top dose activation, hits mostly activators; 260,000 tested, 0.34% active; AID 1631; also: potency is read from the fitted curve at half-maximal effect; % is scaled to controls: 0 for no effect and ±100 for the full control effect; nearly all actives have a fitted effect of over 55% in size
#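 ATP formation by purified human PK-M2, quantified via coupled luciferase luminescence after 1 h at room temperature with 0.1 mM ADP and 0.5 mM PEP final.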
# a7 integrin act: integrin-mediated muscular dystrophy alleviation activation; alpha7betagal myoblasts, beta-gal FDG fluorescence, 48 h; Potency, µM (titrated, usually from 38.3 µM), without a hit: at the top dose activation, hits mostly activators; 350,000 tested, 0.064% active; AID 624291;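 also: potency is read from the fitted curve at half-maximal effect; 100% = response of the positive control SU9516; nearly all actives have a fitted effect of over 60% in size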
#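 alpha7betagal+/- myoblasts (passage 13, 250/well) treated 48 h at 37C with compounds at 1:260 dilution of DMSO stock. Lysed, then beta-galactosidase activity read as FDG fluorescence (ex 480/em 540) after 30 min, with pre-read for autofluorescence.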
# TSG101-PTAP inh: blocks PTAP/TSG101 interaction to inhibit HIV-1 budding; Q99816; Fluorescence polarization, FITC-PTAP peptide / Tsg101 binding; Potency, µM (doses to about 115 µM), for the others: at the highest dose activity change, negative = inhibition, actives largely listed as inhibitors; 340,000 tested, under 10 active; AID 493005; active = well fitted inhibition curve with a large enough effect in the main read-out, with a control signal flat, not every such curve was filed as active; inconclusive = small, poorly fitted or top-dose-only effect, or effect the other way, or a change in a side signal; inactive = no such curve, though single readings can be large or run the other way; also: potency is read from the fitted curve at half-maximal effect; % of control where 0% means no effect
#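 FP read-out: FITC-PTAP peptide, 50 nM final, binding Tsg101 binding domain, 10 uM final; 20 min, r.t.; 10 mM HEPES pH 7.5, 0.15 M NaCl, 0.01% Tween 20, 3 mM EDTA, 0.1 mM TCEP.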
# Giardia killer: Giardia lamblia killing | 340,000 tested, 0.15% active | Giardia lamblia trophozoite viability | activity change, % at 7.66 µM, hits read low; in the data active = activity change below about -80%; inconclusive = between about -30% and that limit;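 also: parasites exposed to compound for two days anaerobically before the ATP read; % is scaled to controls: 0 for no effect and ±100 for the full control effect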
#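 ATP-content bioluminescence gauges trophozoite survival. Cells (100/well) receive compound and incubate anaerobically for 48 hrs at 37 deg C; detection reagent follows for 15-30 min at room temperature.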
# GALK inh: inhibitors of human galactokinase. 270,000 tested, 0.007% active. Purified GALK, Kinase-Glo residual ATP luminescence. AID 1868. Potency, µM (top dose mostly 57.5 µM), for the others: at the highest dose activity change, negative = inhibition, usual class: inhibitors; also: potency is read from the fitted curve at half-maximal effect; % is scaled to controls: 0 for no effect and ±100 for the full control effect
# Target sequence (P51570 whole entry, looked up): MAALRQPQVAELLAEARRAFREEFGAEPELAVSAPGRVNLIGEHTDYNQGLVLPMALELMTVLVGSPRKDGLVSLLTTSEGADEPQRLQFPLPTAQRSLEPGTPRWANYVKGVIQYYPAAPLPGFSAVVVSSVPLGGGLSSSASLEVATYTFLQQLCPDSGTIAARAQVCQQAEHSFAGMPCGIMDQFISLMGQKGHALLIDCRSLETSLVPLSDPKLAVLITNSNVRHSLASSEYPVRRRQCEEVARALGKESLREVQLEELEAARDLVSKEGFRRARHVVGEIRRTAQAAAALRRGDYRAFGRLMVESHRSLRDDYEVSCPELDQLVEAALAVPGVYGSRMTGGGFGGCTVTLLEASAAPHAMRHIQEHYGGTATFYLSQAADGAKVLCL
#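 ATP-depletion format; final 35 uM ATP, 100 uM D-galactose, 5 nM enzyme; pH 8.0 HEPES/Mg2+ buffer; 60 min RT; luminescence read 10 min after detection reagent.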
# BCR signal inh: inhibitors of chronic active B-cell receptor signaling. 340,000 tested, 0.05% active. AID 493014. ABC-DLBCL IkBa-CBG/CBR reporter, luminescence ratio, 4 h. Potency, µM (titrated, usually from 46.1 µM), without a hit: at the highest dose ratio change, negative = lower green/red ratio, hits mostly inhibitors; active = well fitted inhibition curve with a large enough effect in the signal ratio, with a control signal flat, not every such curve was filed as active; inconclusive = small, poorly fitted or top-dose-only effect, or effect the other way, or a change in a side signal; the % refers to the signal ratio;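 also: potency is read from the fitted curve at half-maximal effect; plate controls were basal doxycycline-induced cells for no effect and cells given 10 µM MG132 for full effect; MG132 reads +100%, hits lower the ratio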
#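 TMD8 ABC-DLBCL cells carrying doxycycline-inducible green luciferase fused to IkappaBalpha plus unfused red luciferase were exposed to compounds (up to 46 uM) for 4 hrs at 37C. Activity came from the overlap-corrected green/red luminescence ratio.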
# ASM inhibitor: human S-ASM enzyme inhibition. P17405. placental ASM, HMU-PC fluorogenic substrate, 60 min. Potency, µM (titrated, usually from 57.5 µM), for the others: top-dose activity change, negative = inhibition, hits mostly inhibitors. 340,000 tested, 0.006% active; also: potency is read from the fitted curve at half-maximal effect
#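 Human placenta-derived ASM preincubated with compound 10 min at room temperature, then reacted with 9 uM (final) fluorogenic HMU-PC substrate for 60 min at 37 C. Stop solution raises pH to 10; fluorescence read at Ex 386/Em 447 nm.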
# B2AR arrestin: agonists driving beta-arrestin recruitment to human beta2-adrenergic receptor. 330,000 tested, 0.02% active. Potency, µM (series often up to 46.1 µM), for inactives: at the top dose activation, usual class: activators. beta-arrestin recruitment to beta2AR, cell-based reporter. AID 492947. P07550;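 also: potency is read from the fitted curve at half-maximal effect; 0% = DMSO controls and full agonism = EC100 isoproterenol or metaproterenol; nearly all actives have a fitted effect of over 65% in size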
# Target sequence (P07550 whole entry, looked up): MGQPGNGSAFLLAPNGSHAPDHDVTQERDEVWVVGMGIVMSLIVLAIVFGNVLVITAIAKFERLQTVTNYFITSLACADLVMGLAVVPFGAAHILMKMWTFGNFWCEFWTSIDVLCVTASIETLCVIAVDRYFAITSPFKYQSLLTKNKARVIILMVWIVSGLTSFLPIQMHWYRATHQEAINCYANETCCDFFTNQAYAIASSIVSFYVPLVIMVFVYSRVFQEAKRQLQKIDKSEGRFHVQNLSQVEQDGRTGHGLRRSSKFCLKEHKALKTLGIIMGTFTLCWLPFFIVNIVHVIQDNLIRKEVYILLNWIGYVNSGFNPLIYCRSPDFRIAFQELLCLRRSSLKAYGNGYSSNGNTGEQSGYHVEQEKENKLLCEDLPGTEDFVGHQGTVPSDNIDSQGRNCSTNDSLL
# * marks the source's active call; other numbers are inactive results; ? = inconclusive; . = not tested or not shown; [ ] = another dose, or the depositor's remark. Unless noted, calls follow the shape of the dose curve; as a rule, active = well fitted curve in the direction sought with a large enough effect; inconclusive = small, poorly fitted or top-dose-only effect, or another doubt; inactive = no such curve, though single readings can be large; an effect the other way counts as inactive or inconclusive. The list is partial; count on the stated rates, not on these rows.
# Each structure is followed by: Coupling enz	Menin MLL FP TR	Tb PFK inh	PKM2 act	a7 integrin act	TSG101-PTAP inh	Giardia killer	GALK inh	BCR signal inh	ASM inhibitor	B2AR arrestin
O=C(c1ccc2c(c1)OCO2)N1CCC2(CC1)Oc1ccc(Cl)cc1C(=O)C21CC(c2cccnc2)=NO1 (stereo unspecified)
  0	.	-11%	1%	26%	-6%	-25	0%	?	-7%	-0.1%
COC(=O)c1ccc(OC(=O)C23CCC(C)(C(=O)O2)C3(C)C)cc1 (stereo unspecified)
  1	-15%	0%	4%	-1%	-2%	-2	1%	3%	2%	-0.9%
COc1ccc(-c2nn(-c3ccccc3)cc2/C=N/NC(=S)NC(C)C)cc1OC
  -2	7%	5%	1%	23%	-3%	-11	-2%	?	-15%	-0.4%
O=C1/C(=N/n2cnnc2)c2ccccc2N1Cc1ccccc1
  0	-8%	2%	?	.	.	.	2%	-13%	.	-1.7%
CCN(C(=O)COC(=O)c1cc(-c2cccs2)nc2ccccc12)C1CCS(=O)(=O)C1 (stereo unspecified)
  0	?	1%	0%	?	-6%	-13	11%	?	.	0.1%
COc1ccc(NC(=O)C(C)NS(=O)(=O)c2ccc(NC(C)=O)cc2)cc1Cl (stereo unspecified)
  1	-23%	3%	-7%	23%	-5%	8	-5%	1%	2%	-0.7%
CCCn1nc(NC(=O)c2cccs2)c2cc3ccc(C)cc3nc21
  -3	.	5%	2%	-7%	-6%	-9	-3%	8%	382%[activator]	0.4%
Nc1ccc(-c2nc3cc(N)ccc3s2)cc1
  -4	?	0%	-13%	-2%	-2%	?	2%	?	277%[activator]	-1.0%
CC(=O)NNS(=O)(=O)c1ccc(-c2cc(C(F)(F)F)n(C)n2)s1
  -4	.	-23%	-11%	0%	-1%	18	-1%	5%	0%	0.2%
COc1cccc(/C=C2\SC(=O)N(CC(=O)NCCCn3ccnc3)C2=O)c1
  7	-6%	0%	.	?	-4%	27	1%	?	-2%	0.1%
COc1ccc(C(=O)NCc2nnc(SC)n2C2CCCCC2)cc1
  -1	8%	-6%	-3%	5%	1%	6	-2%	-3%	6%	6.7%
Cc1sc2ncnc(SCC(=O)Nc3ccc(S(=O)(=O)N4CCOCC4)cc3)c2c1C
  .	.	-4%	.	15%	0%	-2	.	-1%	-6%	0.4%
CCc1ccc2nc(NC(=O)CSCc3c(C)noc3C)sc2c1
  1	32%[activator]	-2%	-4%	18%	-4%	-1	1%	15%	?	2.5%
O=C(Nc1cccn(Cc2cccc(F)c2)c1=O)NC1CCCCC1
  -21	-3%	-4%	-12%	13%	-4%	-4	0%	?	2%	-1.0%
C/C(=N\Nc1ccc([N+](=O)[O-])cc1)c1ccco1
  -2	?	5%	5%	8%	-3%	-1	1%	?	0%	0.4%
CN1CCN(NC(=O)c2cc(-c3ccc(Br)s3)nc3ccccc23)CC1
  1	?	0%	3%	-56%[inhibitor]	0%	-6	1%	12%	91%[activator]	-0.1%
CC(C)N(C(=O)[C@H]1C[C@H](CC(=O)NCC23CC4CC(CC(C4)C2)C3)C(=O)N2CCc3c([nH]c4ccc(Cl)cc34)[C@]12C)C(C)C
  .	.	5%	.	-40%	-3%	17	.	?	-7%	-0.1%
COc1ccc(/C=C2\SC(=S)N(CC(=O)NNC(=O)c3ccncc3)C2=O)cc1
  0	38%[activator]	5%	-12%	2%	-14%	8	10%	-1%	-3%	0.2%
CC(=O)NCCC(=O)Nc1cc(S(=O)(=O)N2CCOCC2)ccc1Oc1ccc(F)cc1
  .	.	-2%	.	-35%	-4%	-2	.	-11%	-1%	-0.3%
CCn1c(=O)n(CC(=O)NCc2ccccc2OC)c(=O)c2ccccc21
  3	-26%	4%	8%	-13%	-2%	14	0%	-3%	-2%	-0.3%
Cc1ccnc(SCC(=O)N2CCc3ccccc3C2)n1
  -1	?	7%	3%	-3%	-1%	12	-2%	?	0%	0.4%
O=C(NC(=Nc1nc2ccccc2o1)NC(=O)c1ccccc1)c1ccccc1
  0	-2%	0%	-6%	-5%	0%	15	.	?	30%	-0.8%
COc1cccc(N(C(=O)C2COc3ccccc3O2)C(C(=O)NC2CCCCC2)c2ccc(O)cc2)c1 (stereo unspecified)
  0	2%	2%	-2%	.	.	.	0%	4%	.	-0.2%
COc1ccccc1NC(=O)C1CCCN(S(=O)(=O)c2c(C)noc2C)C1 (stereo unspecified)
  0	?	0%	0%	-14%	0%	20	11%	-2%	-2%	0.3%
CCN1CCc2c(sc(NC(=O)Cc3ccccc3)c2C(N)=O)C1
  -1	-16%	-1%	-7%	-18%	-1%	14	.	-17%	36%[activator]	0.1%
COc1cc(CNc2ccc(NC(C)=O)cc2)ccc1OCc1ccccc1C
  -1	6%	2%	-4%	?	-7%	9	-1%	-20%	-1%	-0.9%
O=C(CN1CCN(Cc2ccc(Cl)cc2)CC1)N/N=C/c1ccccc1F
  -2	.	0%	-5%	0%	-3%	1	-2%	0%	-5%	0.0%
COCCNC(=O)c1cn(CCOC)c(=O)c2c1c1ccccc1n2C
  -2	2%	0%	.	-4%	-5%	-8	1%	-1%	17%	-0.3%
Cc1ccn2cc(CSc3ccccc3)nc2c1
  -1	-13%	5%	-1%	10%	-10%	11	1%	?	1%	-0.2%
Cc1nc(S/C(C(=O)O)=C2/C(=O)Nc3ccccc32)n[nH]1
  2	.	-4%	-20%	9%	-2%	3	.	-10%	-6%	-0.3%
CC1CCN(C(=O)c2scc3c2OCCO3)CC1
  1	4%	0%	-9%	-10%	-1%	7	0%	0%	2%	0.3%
COc1cc(C(=O)NCCC(=O)NCCc2ccc(Cl)cc2)cc(OC)c1OC
  0	6%	5%	5%	3%	-2%	9	-2%	-13%	-2%	0.5%
Cc1cccc(/C=C2/Sc3ccc(C(=O)N4CCOCC4)cc3NC2=O)c1
  .	.	-3%	.	8%	-9%	-11	6%	3%	-4%	0.2%
COc1cc(NS(=O)(=O)c2ccc(NC(C)=O)cc2)cc(OC)c1
  0	9%	-1%	-1%	-38%	-6%	-12	1%	5%	-1%	3.0%
S=C1NC(c2ccccc2)=NCN1c1ccc(Cl)cc1
  3	10%	-2%	0%	-7%	-11%	-11	-1%	-5%	-1%	-0.3%
CCN(CC)C(=O)[C@H]1C[C@H](CC(=O)NCCN2CCOCC2)C(=O)N2CCc3c([nH]c4cc(CCC(=O)N(C)C)ccc34)[C@]12C
  .	.	1%	.	0%	-2%	17	.	0%	9%	-0.5%
NS(=O)(=O)c1cccc(NC(=O)COC(=O)/C(=C/c2cccs2)c2cccs2)c1
  -3	?	2%	-6%	-37%	1%	-4	1%	?	.	-0.4%
COc1ccccc1NC(=O)CSc1nnnn1-c1ccccc1OC
  2	17%	0%	-1%[11.5 µM]	-13%	0%	-15	-8%	?	-2%	0.1%
Cc1cc(Br)cc2c(C(=O)Nc3c(C)n(C)n(-c4ccccc4)c3=O)cc(-c3cccs3)nc12
  2	32%[activator]	3%	0%	-23%	5%	-2	0%	-1%	-2%	-0.2%
CC(=O)NNc1cc(=O)c2c(=O)n(C)c(=O)n(C)c2[nH]1
  0	3%	3%	1%	37%	-3%	11	-1%	10%	4%	0.4%

# Some entries already given, limited to Tb PFK inh, BCR signal inh and ASM inhibitor.
Compound	Tb PFK inh	BCR signal inh	ASM inhibitor
COc1cc(C(=O)NCCC(=O)NCCc2ccc(Cl)cc2)cc(OC)c1OC	5%	-13%	-2%
Cc1cccc(/C=C2/Sc3ccc(C(=O)N4CCOCC4)cc3NC2=O)c1	-3%	3%	-4%
COc1cc(NS(=O)(=O)c2ccc(NC(C)=O)cc2)cc(OC)c1	-1%	5%	-1%
